EBV gp42 inh: EBV gp42 inhibition. 220,000 compounds, 0.42% hits. Fluorescence polarization binding assay, mP read-out. inhibition, % (tested at 21.74 µM). AID 1085; in the data active means inhibition above about 50%
Target sequence (Q1HVG2 whole entry, looked up): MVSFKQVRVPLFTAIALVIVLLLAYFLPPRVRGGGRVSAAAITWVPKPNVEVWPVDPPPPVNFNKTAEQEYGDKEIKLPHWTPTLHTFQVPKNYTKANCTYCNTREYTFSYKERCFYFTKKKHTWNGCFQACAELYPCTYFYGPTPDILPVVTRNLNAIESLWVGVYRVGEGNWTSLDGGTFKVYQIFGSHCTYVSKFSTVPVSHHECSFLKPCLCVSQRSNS
TRPN1 ag: activates the zebrafish TRPN1 channel; HEK293 zebrafish TRPN1-YFP, Fluo-8 calcium fluorescence; 100% = response to 87 µM carbachol; activation, % at 3 µM; 220,000 compounds, 0.18% hits; AID 1424;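 active means activation above its plate's cutoff, the mean activation of test wells on that plate plus 3 SD, cut at about 19% in these data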;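 further: 0% = DMSO alone and 100% = 87 µM carbachol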
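Material: zebrafish TRPN1-YFP in HEK293 cells; Doses: single test compound dose, 3 µM nominal, 0.3% DMSO; Timing: dye loading 1 h at 37 °C, then 30 min room temperature; Technique: intracellular calcium fluorescence with Fluo-8; Benchmarks: high carbachol 87 µM, low DMSO alone.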
Cl transport mod: modulators of human KCC2 chloride dependent transport; KCC2 cells, thallium flux FluoZin-2 fluorescence; B-score of Tl+ flux slope (higher = more flux/activation; lower = inhibition) at 10 µM; 190,000 compounds, 2.2% hits;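 active means thallium flux slope and its plate-corrected score both differing from the plate sample mean at a set confidence after two filtering rounds, in either direction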;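 further: slope of fluorescence scaled to starting intensity during 10 to 20 s after thallium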
thrombin 1536: blocks human thrombin protease activity. AID 1046. inhibition, % at 5 µM. 220,000 compounds, 0.26% hits. alpha-thrombin, Boc-VPR-AMC fluorogenic substrate cleavage. P00734;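 active means inhibition at or above 40%; inactive means inhibition below 40%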;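 further: 0% = enzyme with no compound and 100% = wells without enzyme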
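Assay system: human alpha-thrombin enzyme. Reagent: Boc-VPR-AMC substrate, 15 µM final. Compound dosing: one concentration per compound, 5 µM, with 0.2% DMSO. Incubation: room-temperature reaction. Technique: AMC fluorescence, 355/460 nm. Measure: % inhibition relative to enzyme controls and enzyme-free blanks.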
TRPML3 agonist: activates the human TRPML3 channel; HEK293 TRPML3-YFP, Fluo-8 calcium fluorescence; 100% = the carbachol control signal; AID 1448; 220,000 compounds, 0.29% hits; activation, % at 3 µM; Q8TDD5;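 active means activation above its plate's cutoff, the mean activation of the plate's test wells plus 3 SD, cut at about 12% in these data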;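 further: 0% = DMSO only wells and 100% = carbachol wells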
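system = HEK293 cells stably carrying human TRPML3-YFP | doses = one concentration, 3 µM nominal, 0.3% DMSO | timing = dye loading 1 h 37 °C then 30 min ambient, 125 s read | detection = Fluo-8 calcium dye fluorescence, ex 470-495, em 515-575 nm | benchmarks = high control carbachol 87 µM, low control DMSO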
PPC-1+TRAIL kill: PPC-1 cancer cell killing with TRAIL present | PPC-1 cells + TRAIL, ATPLite viability luminescence | cell killing (% activity), % at 4 µM | 220,000 compounds, 0.41% hits | AID 1443;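 active means cell killing above 50% in the first pass at 4 µM, then a duplicate retest at 5 µM averaging 50% or more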;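 further: plate controls were cells with TRAIL plus DMSO for no effect and medium-only wells lacking cells for full effect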
Furin inhibitor: inhibitors of human furin; 220,000 compounds, 0.061% hits; AID 463115; purified furin, fluorogenic substrate cleavage; inhibition, % at 30 µM; in the data active means inhibition above about 25%; further: inactives centre near -15
Target sequence (P09958 108-714 limits assumed): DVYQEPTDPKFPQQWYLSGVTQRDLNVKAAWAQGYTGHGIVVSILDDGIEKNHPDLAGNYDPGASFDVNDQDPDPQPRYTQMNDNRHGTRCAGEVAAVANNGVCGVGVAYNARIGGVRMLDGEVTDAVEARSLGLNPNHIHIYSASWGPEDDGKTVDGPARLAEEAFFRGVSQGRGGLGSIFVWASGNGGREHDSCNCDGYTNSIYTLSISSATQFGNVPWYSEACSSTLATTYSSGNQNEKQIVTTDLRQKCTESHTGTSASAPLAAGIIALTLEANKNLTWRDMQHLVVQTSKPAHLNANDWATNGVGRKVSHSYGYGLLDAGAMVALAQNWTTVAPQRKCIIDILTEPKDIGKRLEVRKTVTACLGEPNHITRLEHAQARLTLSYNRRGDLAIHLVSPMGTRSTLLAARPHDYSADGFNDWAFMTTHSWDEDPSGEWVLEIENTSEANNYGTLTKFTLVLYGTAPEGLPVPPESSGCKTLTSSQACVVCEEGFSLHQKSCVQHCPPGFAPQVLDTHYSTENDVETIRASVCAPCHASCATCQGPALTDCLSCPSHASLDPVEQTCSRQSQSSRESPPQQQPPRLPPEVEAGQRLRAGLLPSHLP
TbHK1 inh: blocks Trypanosoma brucei hexokinase 1 activity; recombinant TbHK1, G6PDH-coupled NADH A340; inhibition, % at 10 µM; 220,000 compounds, 0.11% hits;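 active means inhibition of 50% or more in the single-dose primary screen; inactive means inhibition below 50%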
m-calpain inh: blocks pig calpain II enzyme activity. purified calpain II, fluorogenic peptide substrate, 30 min. inhibition, % at 16 µM. 220,000 compounds, 0.37% hits;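 active means inhibition above about 50%, limit read from the data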
* hit, by the source's call; nt = no result given; [ ] = remark or other dose. The order is random; overall some 3.6% were active at least once.

SMILES	EBV gp42 inh	TRPN1 ag	Cl transport mod	thrombin 1536	TRPML3 agonist	PPC-1+TRAIL kill	Furin inhibitor	TbHK1 inh	m-calpain inh
O=C(Cc1cccs1)Nc1nnc(C2CC2)s1	-0.2	-1.5	0.485	-0.1	0.0	11.3	-32.9	4.1	13.3
CC1S/C(=N/N=C/c2cccs2)NC1=O (stereo not drawn)	-3.0	-0.4	-0.698	-14.3	0.3	-2.4	-7.4	-54.0	10.8
CC(=O)NC1(C(F)(F)F)NC(=O)N(C2CCCCC2)C1=O (stereo not drawn)	-5.9	-0.4	1.34	-2.9	0.9	8.6	-17.7[20 µM]	4.1	7.2
CN(CCO)C(=O)C(c1ccccc1)c1ccccc1	-14.6	0.8	0.0385	1.2	0.1	11.8	-19.1	2.4	-20.4
CCCCC(=O)NCCc1cc2ccc(OC)cc2[nH]c1=O	-6.9	-0.1	nt	2.8	0.6	-20.2	-3.3[20 µM]	-21.3	-8.0
Cn1cc(CNC(=O)c2cc(-c3ccccc3)nc3ccc(Br)cc23)cn1	-0.6	-2.6	0.791	-1.7	-0.7	21.2	-25.5	-0.2	16.4
O=S1(=O)N=C2CCCCCN2C(c2ccc(Cl)cc2)N1 (stereo not drawn)	-2.6	1.0	1.17	-9.1	1.5	9.5	-16.0	-7.5	-16.5
COc1cc(CCC(=O)OCC(=O)NCc2ccc(Cl)cc2)cc(OC)c1OC	-9.1	-0.5	-0.428	1.6	1.4	-4.7	-25.4	3.6	3.7
CCc1ccc(OC2=NS(=O)(=O)c3ccccc32)cc1	9.2	0.2	-0.768	3.0	1.1	-4.1	-16.0	-1.3	-2.4
Cc1ccc(CN2CCNC(=O)C2CC(=O)O)cc1 (stereo not drawn)	-3.6	-0.3	nt	0.5	1.1	-3.9	-15.0	-0.8	-0.8
CCOc1cc(/C=C(/NC(C)=O)C(=O)O)cc(Cl)c1OCc1cccc(Br)c1	-15.7	1.4	-0.27	-7.4	1.0	-7.0	-18.0	11.6	1.9
O=Nc1c(O)n(Cc2cccc(Cl)c2)c2ccccc12	-10.6	-1.0	0.817	1.8	-1.4	-9.2	-18.6	3.4	25.7

Single records, as listed above:
`CN(CCO)C(=O)C(c1ccccc1)c1ccccc1` is listed as EBV gp42 inh: -14.6; TRPN1 ag: 0.8; Cl transport mod: 0.0385; thrombin 1536: 1.2; TRPML3 agonist: 0.1; PPC-1+TRAIL kill: 11.8; Furin inhibitor: -19.1; TbHK1 inh: 2.4; m-calpain inh: -20.4
`CCOc1cc(/C=C(/NC(C)=O)C(=O)O)cc(Cl)c1OCc1cccc(Br)c1` is listed as EBV gp42 inh: -15.7; TRPN1 ag: 1.4; Cl transport mod: -0.27; thrombin 1536: -7.4; TRPML3 agonist: 1.0; PPC-1+TRAIL kill: -7.0; Furin inhibitor: -18.0; TbHK1 inh: 11.6; m-calpain inh: 1.9

Carrying on.
SMILES	EBV gp42 inh	TRPN1 ag	Cl transport mod	thrombin 1536	TRPML3 agonist	PPC-1+TRAIL kill	Furin inhibitor	TbHK1 inh	m-calpain inh
CN(C)c1cc(-c2ccc(Cl)cc2Cl)oc(=O)c1Cl	-15.1	-2.1	-2.61	-9.8	-0.5	32.2	5.6	-19.6	38.8
Cc1ccc(-c2nc(CS(=O)CC(=O)NCc3ccc(Cl)cc3)c(C)o2)cc1 (stereo not drawn)	-11.1	0.6	nt	5.6	-0.6	9.2	-25.2	-2.6	11.8
CCOc1cc(C2Nc3cccc4cccc(c34)N2)ccc1O	-6.8	0.3	0.501	8.8	-0.7	-7.8	-19.9[20 µM]	-26.7	-155.3
O=C(Cn1cc([N+](=O)[O-])cn1)Nc1nc2ccccc2s1	0.0	0.7	nt	-8.0	0.2	-8.3	-17.9[20 µM]	-9.9	-34.1
CN(c1ccccc1)c1nc(N)c([N+](=O)[O-])c(N2CCOCC2)n1	-7.7	1.2	-0.229	1.4	0.4	5.2	-7.9	-31.0	-3.8
Cc1sc2ncnc(SCC(=O)NC(=O)c3cccn3C)c2c1C	-0.8	1.4	59*	-12.1	0.4	-7.3	-0.1	12.5	-0.9
Cc1cc(C)nc(SCc2ccc(C(=O)N/N=C/c3ccc(C(=O)O)cc3)cc2)n1	1.8	1.1	0.343	-2.6	0.7	-5.8	-14.4	-9.0	-64.4
Cc1ccc(C(N)=S)c(C)c1	-27.2	0.3	1.42	-0.1	0.7	nt	-21.6	-2.0	-25.4
COc1ccc(NS(=O)(=O)c2cccc(NC(=O)c3ccccn3)c2)cc1	-8.2	3.1	-1.05	-3.2	1.5	13.7	-3.1	1.5	-0.3
O=C(O)Cc1cc(C(=O)Nc2ccc(Br)cc2)sc1-c1ccccc1	-6.0	1.4	-4.09	-0.6	0.1	21.3	-14.2	-11.9	-0.5
CCc1ccc(-c2ccc(C(=O)O)c(C)n2)cc1	-1.8	1.3	1.47	0.3	-0.4	2.9	-14.1	0.3	9.0
O=C(COC(=O)C1CSC2(c3ccc(F)cc3)CCC(=O)N12)NC(=O)NC1CCCC1 (stereo not drawn)	-0.6	-1.1	-0.195	-6.7	0.6	15.7	-12.9	-7.1	-7.8
Cc1ccc(NC(=O)c2ccoc2C)cc1C	-12.6	-0.8	-0.172	-0.3	0.3	26.4	-31.3	6.3	-8.6
COc1cccc(N2C(=O)C(O)=C(C(C)=O)C2c2ccc(OC)c(OC)c2)c1 (stereo not drawn)	-5.5	1.4	nt	5.4	0.1	12.6	-2.4[20 µM]	-34.5	35.7
CCOC(=O)c1ccc(NC(=S)NCCc2ccc(F)cc2)cc1	13.7	3.2	-0.478	-7.6	2.3	-4.3	-21.8	-6.7	-17.7
CCSC1=C(C#N)C(c2ccc(C)o2)CC(=O)N1 (stereo not drawn)	-19.3	1.4	-0.0241	-6.2	0.3	3.4	-19.1	-5.1	-20.8
Cc1cc(NS(=O)(=O)c2ccccc2)no1	-15.2	-0.1	-0.238	-0.2	0.6	-7.1	-10.7	-5.3	-25.7
CN(C)c1ccc(-n2cccc2/C=C/[N+](=O)[O-])cc1	-13.6	-1.3	0.513	-3.7	1.3	-11.6	-46.9	-0.8	-27.3
CCOc1cc(C(=O)NCCc2ccc(S(N)(=O)=O)cc2)cc(OCC)c1OCC	-10.0	0.6	0.499	-15.2	0.5	17.9	-3.8	-2.3	2.8
O=C(O)/C=C\c1cc2c(cc1[N+](=O)[O-])OCO2	-10.0	-0.3	-0.124	-10.3	0.3	-0.3	-26.2	-14.1	-8.5
Cc1ccccc1-c1nnc(Cc2ccccc2)o1	-6.9	-1.5	0.0125	-6.6	0.1	-9.2	-15.5	-0.1	18.8
CC(=O)c1ccccc1NC(=O)CN1C(=O)CS/C1=C\c1nc(-c2ccc(C)cc2)cs1	-18.9	0.6	0.28	0.9	-0.4	43.6	-17.4	-14.7	-140.9
C=C1SC(=Nc2c(C)cccc2Cl)N(C(=O)c2sc3ccccc3c2Cl)C12CCCCC2	-3.7	2.0	1.01	1.8	0.3	11.5	-15.0	-43.1	2.9
C/C(=N\NC(=O)c1ccccc1C)c1ccc(N2CCOCC2)cc1	-23.6	0.3	-0.247	4.5	0.3	17.5	-6.3[20 µM]	-39.6	-4.1
Cc1cc(C)n(C2CCCCC2OC(=O)c2ccccc2F)n1 (stereo not drawn)	-22.1	-1.9	-0.0321	-1.3	-0.8	0.1	-25.9[20 µM]	2.9	22.0
O=[N+]([O-])c1nn(-c2ccc3c(c2)OCCO3)n(O)c1=NC1CCCCCC1	2.6	0.0	-0.0173	-5.8	-0.5	0.4	-10.6[20 µM]	-8.8	-22.0
CC/C(O)=C1\C(=O)CC(c2ccccc2)CC1=NCCC(=O)O (stereo not drawn)	-17.1	1.4	-0.288	2.8	0.7	11.8	-16.4	-3.4	12.9
COCCN(CC(=O)NCc1ccc(F)cc1)C(=O)CCC(=O)Nc1nccs1	-2.5	0.7	0.638	-4.6	0.1	-0.3	-17.5	6.1	-43.2
Cc1c(N/C=C/C(=O)C(F)(F)F)c(=O)n(-c2ccccc2)n1C	-22.2	2.4	-1.02	6.5	0.8	7.3	-23.0	-17.0	-11.8
Nc1ccc(C(=O)OCC(=O)N2CCc3ccccc3C2)cc1[N+](=O)[O-]	-3.4	-0.8	-5.94*	0.2	0.5	41.8	-4.3	37.6	2.4
Nc1nn2c(C(F)(F)F)cc(=O)[nH]c2c1N=Nc1cccc(F)c1	3.4	-0.4	-1.1	-1.7	-0.2	18.3	-15.3	3.9	30.9
CCOc1cc(/C=N/NC(=O)c2ccncc2)cc(Cl)c1OS(C)(=O)=O	-1.1	0.6	-0.573	-3.9	-0.1	31.7	-10.5	-5.5	16.1
Cc1ccc(C(=O)Nc2nc3c(s2)CCCC3)o1	-19.7	0.5	-2.31	-3.1	0.8	52.1*[5 µM]	-14.8[20 µM]	-38.5	-14.5
O=C(Cn1c2ccc(F)cc2c2nc3n(c(=O)c21)CCS3)Nc1ccccc1F	-4.5	-0.5	nt	-2.0	-0.8	31.2	-18.0	-11.8	-60.3
Cc1nc(NCC2CCCO2)c2nnn(Cc3c(F)cccc3Cl)c2n1 (stereo not drawn)	-0.8	-0.4	-0.0515	-0.8	-2.1	17.0	-3.6	9.3	5.8
CC12C(=O)N(c3ccccc3)C(=O)C1C(c1ccccc1)N1CCCN12 (stereo not drawn)	-14.3	-0.1	0.226	1.1	0.6	8.2	-24.3	-4.2	13.3
Cc1cccc(OCc2nnc(SCn3nnc4ccccc4c3=O)o2)c1	-4.5	-0.2	-1.28	-12.5	0.1	-3.9	-11.5	1.3	3.7
O=C(c1cc2ccccc2oc1=O)N1CCN(c2ccccn2)CC1	-21.6	1.6	nt	0.2	0.9	14.6	-11.5	-7.5	11.6
O=C(c1cccc(NS(=O)(=O)c2ccc(F)c(F)c2)c1)N1CCN(Cc2ccccc2)CC1	6.9	-1.1	-2.34	-11.4	0.3	6.8	-8.0	19.5	6.6
O=c1c(-c2ccccc2)nc(-c2ccccc2)cn1O	-5.5	-0.3	nt	-7.6	0.2	10.7	-3.4	5.6	-14.5
S=C(c1ccc(-c2cccc(Cl)c2)o1)N1CCCCC1	-4.7	0.0	-1.33	21.7	0.4	-3.7	-6.9	6.5	36.0
CCN(CC)C(=O)C1CCC(C)(C(=O)O)C1(C)C (stereo not drawn)	-0.9	0.6	nt	1.6	0.3	-7.5	-23.2	-7.3	5.3
CCC(C)(C)c1ccc(OCCCC[n+]2cccc(C)c2C)c(C(C)(C)CC)c1	-12.8	-0.1	nt	-7.8	-0.3	61.6*[5 µM]	-16.8	28.3	24.8
Cc1ccccc1CNC(=O)c1ccc(Cl)c([N+](=O)[O-])c1	-10.7	0.7	-0.621	-2.4	0.7	15.9	-1.1	0.5	-2.9
Cc1cc(O)c(C(C)C)cc1NC(=O)c1cccc(Cl)c1	-2.6	-1.4	0.955	0.0	-1.2	37.9	-20.8	0.3	3.7
N#Cc1c(-c2ccc(F)cc2)ccnc1N1CCOCC1	8.6	-0.2	-0.111	0.2	-0.4	-4.2	-5.6	3.0	-142.1

Assay outcomes (PubChem)
